# TNF death inh – inhibitors of TNF-alpha triggered necroptosis, primary screen, cell-based, Jurkat FADD-/-, single concentration. AID 463075, 2010. hit rate 0.068% among 220,000. activation (protection from cell death), % at 10 µM. Jurkat FADD-/- TNF necroptosis rescue, ATP luminescence, 24 h; 0 = TNF only, 100 = no-TNF cells;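 active = activation, meaning protection from cell death, of at least 50% relative to plate controls; inactive = activation below 50%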;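 also: necroptosis triggered by 40 ng/mL TNF-alpha added together with compound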
# TRPML3 ag – human TRPML3 channel agonists, primary screen, cell-based, HEK293 TRPML3-YFP, Fluo-8 calcium fluorescence, 3 µM; Mucolipin-3 (Homo sapiens), Q8TDD5; 100% = the carbachol control signal; activation, % at 3 µM; hit rate 0.29% among 220,000; AID 1448, 2008;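 active = activation above its plate's cutoff, the mean activation of the plate's test wells plus 3 SD, cut at about 12% in these data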;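 also: 0% = DMSO only wells and 100% = carbachol wells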
#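 Material: TRPML3-YFP stable HEK293 cells | Dosing: One concentration, 3 µM nominal, 0.3% DMSO | Timing: 125 s total fluorescence read per well | Technique: Fluo-8 calcium dye fluorescence, ex 470-495, em 515-575 nm | Measure: Percent activation from peak-to-basal fluorescence ratio, scaled between DMSO and carbachol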
# Ba/F3 V617F tox – reduced viability of JAK2V617F-dependent Ba/F3 cells, primary screen, JAK2V617F inhibitor project, cell-based, Ba/F3 EpoR-JAK2V617F, luminescence. inhibition, % at 5.6 µM. hit rate 1.1% among 220,000. ATP luminescence;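 active = inhibition above the campaign mean plus 3 SD over all tested compounds, cut at about 24% in these data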;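 also: cytokine-independent growth of Ba/F3 cells driven by EpoR plus mutant JAK2; 0% = DMSO-treated cells and 100% = JAK inhibitor I control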
# RBBP9 inhibitor – human RBBP9 inhibitors, primary screen, biochemical, fluorescence polarization, FP-Rh probe, HTS; Serine hydrolase RBBP9 (Homo sapiens), O75884; recombinant RBBP9; inhibition, % at 7.94 µM; hit rate 0.2% among 220,000;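 active = inhibition above the campaign mean of all tested compounds plus 3 SD, cut at about 14% in these data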;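 also: plate controls were DMSO wells with RBBP9 for no effect and wells lacking RBBP9 protein for full effect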
# Target sequence (O75884 whole entry, looked up): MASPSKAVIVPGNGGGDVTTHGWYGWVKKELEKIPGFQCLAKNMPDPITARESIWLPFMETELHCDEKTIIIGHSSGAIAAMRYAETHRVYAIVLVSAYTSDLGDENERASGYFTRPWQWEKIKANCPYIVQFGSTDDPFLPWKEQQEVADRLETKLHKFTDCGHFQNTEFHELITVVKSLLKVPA
#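 Measured by – fluorescence polarization · Test system – RBBP9 protein · Input – 2.5 µM RBBP9 dispensing solution, before mixing · Measure – percent inhibition from mP, scaled between DMSO and no-protein wells · Benchmarks – DMSO-treated enzyme wells and wells lacking RBBP9 · Times – preincubation 30 min plus labeling 45 min at 25 °C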
# Wee1 stabilizer – Wee1 degradation inhibitors, primary screen, cell-based, HeLa, Wee1K328M-luciferase, luminescence. Wee1-like protein kinase (Homo sapiens), P30291. HeLa Luc-Wee1K328M stability; 100% = proteasome inhibitor MG132 effect. reporter increase, % at 5 µM. hit rate 1.2% among 220,000. AID 1321, 2008;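 active = activation above the mean of all tested compounds plus 3 SD, set per screening run, cut at about 8.8% in these data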;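 also: cells exposed to compound for 20 h before luminescence read; 0% = DMSO alone and 100% = MG132 at 30 µM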
# Target sequence (P30291 whole entry K328M): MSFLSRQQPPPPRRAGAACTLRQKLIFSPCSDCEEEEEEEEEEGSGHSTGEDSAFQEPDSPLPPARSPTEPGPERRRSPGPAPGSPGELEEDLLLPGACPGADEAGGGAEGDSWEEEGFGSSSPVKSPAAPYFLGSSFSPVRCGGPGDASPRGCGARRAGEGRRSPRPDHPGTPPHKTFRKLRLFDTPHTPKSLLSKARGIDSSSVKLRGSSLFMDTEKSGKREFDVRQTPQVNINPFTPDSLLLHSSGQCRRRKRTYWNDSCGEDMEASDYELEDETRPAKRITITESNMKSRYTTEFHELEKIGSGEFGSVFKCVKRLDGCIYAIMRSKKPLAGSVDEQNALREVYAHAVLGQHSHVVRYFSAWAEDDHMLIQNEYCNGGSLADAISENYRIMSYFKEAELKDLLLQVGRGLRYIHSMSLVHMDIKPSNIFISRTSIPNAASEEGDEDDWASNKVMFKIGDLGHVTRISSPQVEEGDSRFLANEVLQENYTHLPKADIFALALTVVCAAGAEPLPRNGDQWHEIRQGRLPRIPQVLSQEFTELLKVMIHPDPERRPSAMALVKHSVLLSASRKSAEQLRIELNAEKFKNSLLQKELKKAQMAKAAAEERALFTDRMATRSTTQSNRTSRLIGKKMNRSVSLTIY
# CHOP inh – inhibitors of CHOP promoter induction, primary screen, cell-based, unfolded protein response, luciferase reporter; CHO-K1 CHOP-promoter luciferase, tunicamycin-induced, 15-18 h; inhibition, % at 10 µM; hit rate 3.8% among 220,000; AID 2732, 2010;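 active = compounds that reduced the stress-induced luciferase reporter signal by more than about 70% of percent inhibition, limit read from the data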;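 also: 0% = tunicamycin plus vehicle and 100% = wells without tunicamycin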
# BaF3 parental – parental Ba/F3 cell viability inhibition, counter-screen for JAK2V617F inhibitor project, murine pro-B, CellTiter-Glo luminescence | CellTiter-Glo ATP luminescence | inhibition, % at 5.6 µM | hit rate 1.1% among 220,000;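 active = inhibition above a per-campaign cutoff, the mean inhibition of all tested compounds plus 3 SD, cut at about 27% in these data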;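 also: 0% = DMSO wells and 100% = JAK Inhibitor I control wells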
# PPC-1+TRAIL kill – compounds killing PPC-1 cancer cells with TRAIL present, primary screen, TRAIL potentiator project, ATPLite luminescence, uHTS; PPC-1 cells + TRAIL, ATPLite viability luminescence; cell killing (% activity), % at 4 µM; hit rate 0.41% among 220,000; AID 1443, 2008;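 active = cell killing above 50% in the first pass at 4 µM, then a duplicate retest at 5 µM averaging 50% or more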;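 also: plate controls were cells with TRAIL plus DMSO for no effect and medium-only wells lacking cells for full effect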
# zfTRPN1 agonist – zebrafish TRPN1 channel agonists, primary screen, cell-based, HEK293, calcium fluorescence; hit rate 0.18% among 220,000; HEK293 zebrafish TRPN1-YFP, Fluo-8 calcium fluorescence; 100% = response to 87 µM carbachol; activation, % at 3 µM; AID 1424, 2008; transient receptor potential cation channel N1 (TRPN1/NompC), Danio rerio;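 active = activation above its plate's cutoff, the mean activation of test wells on that plate plus 3 SD, cut at about 19% in these data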;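 also: 0% = DMSO alone and 100% = 87 µM carbachol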
#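 System: zebrafish TRPN1-YFP in HEK293 cells / Dosing: 3 µM single point / Timing: dye loading 1 h at 37 °C, then 30 min room temperature / Signal: Fluo-8 calcium fluorescence, excitation 470-495 nm, emission 515-575 nm / Read-out basis: percent activation from peak over basal fluorescence ratio, control-normalized / Control set: high carbachol 87 µM, low DMSO alone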
# * marks the source's active call; other numbers are inactive results. This is a random part of the collection. About 6.8% of those tested had a hit in this group.
SMILES,TNF death inh,TRPML3 ag,Ba/F3 V617F tox,RBBP9 inhibitor,Wee1 stabilizer,CHOP inh,BaF3 parental,PPC-1+TRAIL kill,zfTRPN1 agonist
CCOC(=O)N1CCC(NC(=O)CN2C(=O)COc3ccc(C(C)(C)C)cc32)CC1,0.7,-0.2,-2,1,0,1,3,-8,-0.3
COc1ccc(C2NC(=O)c3sc4nc(C)c(C(C)=O)c(-c5ccc(Cl)cc5)c4c3N2)cc1 (centres undefined),-3.7,-0.1,-3,-9,-3,20,5,10,-1.5
COCCNC(=S)N/N=C(\C)c1ccc(-n2ccnc2)cc1,-2.5,0.3,-2,-3,4,11,4,-25,0.8
Cn1c(SCc2nc3ccccc3n2CCO)nc2ccccc21,-0.8,0.5,3,0,-1,38,7,18,2.3
COCCn1c(C)cc(C(=O)COc2ncnc3ccc(Br)cc23)c1C,0.5,0.6,7,-1,-1,18,9,-13,-0.5
CC(=O)N1CCc2cc(S(=O)(=O)CCC(=O)N3CCN(C(=O)c4ccco4)CC3)ccc21,-1.3,0.7,-1,-6,1,28,4,9,0.7
FC(F)(F)Oc1ccc(-c2cn3cccnc3n2)cc1,-1.0,0.5,0,-10,-2,2,0,29,1.5
O=C(N/N=C/c1ccco1)C1CC1c1ccccc1 (centres undefined),1.4,0.4,3,-14,-2,8,8,33,1.1
COC(=O)c1ccc(C2/C(=C(\O)c3ccc(OC)c(C)c3)C(=O)C(=O)N2c2cc(C)on2)cc1 (centres undefined),0.9,0.4,-6,-2,0,11,1,-19,0.4
COc1ccc2c(c1)c1ncn(CCCN3CCOCC3)c(=O)c1n2C,1.1,1.0,0,-15,-2,8,6,24,-0.4
CCOc1ccc(NC(=O)CC2NCCNC2=O)cc1 (centres undefined),-1.7,0.9,-7,-7,2,19,-1,10,1.5
CCN(CC)CCOc1c(C)cccc1Cl,1.6,-0.5,-2,7,-3,20,5,-4,-0.4
CCn1nc(C)c(C2C(C#N)=C(N)Oc3n[nH]c(C)c32)c1C (centres undefined),2.5,1.0,-1,2,8,-8,3,18,-1.1
COc1ccc(-c2ccnc(SCC(=O)c3ccc(Cl)cc3)n2)cc1,1.9,0.0,-1,-8,2,9,-1,-8,-0.8
CCN(CC)CCn1c2ccccc2c2nc(C)sc21,-1.0,-0.4,-1,0,-2,6,6,-4,-0.5
O=C(NCc1ccc(Cl)cc1)c1cnccn1,1.1,0.3,-2,-8,0,10,3,34,-0.8
FC(F)(F)c1cccc(N2CCN(CC3CC=CCC3)CC2)c1 (centres undefined),-0.9,-0.4,2,-1,5,37,7,16,-2.1
COC(=O)C(NNc1ccccc1)(NC(=O)c1ccc(F)cc1)C(F)(F)F (centres undefined),-0.9,-0.6,-1,5,0,25,1,18,-0.3
O=C(NNc1ccc(F)cc1F)C1CCC1,9.4,0.1,-3,-6,4,6,-2,20,2.1
COC(=O)c1ccccc1NC(=O)NC1CCN(Cc2ccccc2)CC1,0.0,1.7,1,-6,-1,7,5,20,2.8
CCOC(=O)CNC(=S)N(Cc1ccccc1)Cc1cccnc1,-0.1,1.3,0,-7,0,33,0,-5,0.4
CCOC(=O)c1cccc(NC(=O)c2cccs2)c1,-4.8,0.5,1,-4,2,42,3,12,0.1
CCCCNC1CCS(=O)(=O)C1 (centres undefined),0.4,1.4,1,-1,-1,50,8,2,-0.4
CCc1cc2c(SCC(=O)Nc3cc(C)on3)ncnc2s1,4.5,-0.2,6,-3,1,10,5,22,-0.8
O=C(Nc1ccn(Cc2ccccc2)n1)c1ccc(F)cc1,3.6,1.7,0,-3,9,-6,6,31,2.7
Cc1ccc(NC(=O)NC(=O)CSc2nnc(-c3ccc(Cl)cc3Cl)n2N)c(C)c1,2.5,-1.1,-1,-5,-3,36,6,4,0.3
COC(=O)c1sc(S(=O)(=O)Nc2ccc3cn[nH]c3c2)c(C(=O)OC)c1C,0.1,-0.4,-2,-2,-2,22,0,11,-0.9
COc1ccc(C(Nc2cccc([N+](=O)[O-])c2)P(=O)(OC(C)C)OC(C)C)cc1 (centres undefined),-2.4,-0.2,2,-3,3,-6,5,12,-2.8
O=C(Nc1ccccc1Cl)c1ccccc1Oc1ccc(C(F)(F)F)cc1[N+](=O)[O-],-3.5,0.2,5,-6,-1,105*,6,-4,0.1
CCCCN(CC)S(=O)(=O)N1CCC(C(=O)NCc2ccc(F)cc2)CC1,-1.9,-0.2,6,-7,-1,3,3,0,4.2
Nc1cnc(-c2ccccc2)nc1Cl,0.6,0.6,1,3,1,-14,11,27,0.1
O=C(c1ccccc1)N1CCN(C(=O)c2ccccc2)C1c1ccccc1,0.1,-0.6,-7,10,-2,27,3,10,-0.6
O=C(N/N=C/c1cccc(OC2CSC2)c1)c1ccccc1O,-2.9,0.6,-3,-7,-1,10,6,27,3.0
Cc1cc2cc(C(c3nnnn3Cc3ccco3)N3CCc4ccccc43)c(=O)[nH]c2cc1C (centres undefined),-2.9,-0.3,-1,-10,-2,86*,6,14,-1.5
O=C(NC1CCC(NC(=O)C2CCCO2)CC1)C1CCCO1 (centres undefined),-1.3,0.6,-3,-7,1,4,4,35,-1.6
Cc1ccc(/C=N/NC(=O)Cn2nc(C)c([N+](=O)[O-])c2C)o1,1.0,-0.1,2,2,9.6*,-7,1,4,0.4
COc1cc(C(=O)NC(=S)Nc2ccc3c(c2)OCO3)cc(OC)c1OC,3.3,-0.7,-1,-4,1,-3,6,9,1.4
CC(C)c1nc(-c2c(N)n(C)c(=O)n(C)c2=O)sc1C(=O)C(C)(C)C,-1.3,0.8,-3,-10,-1,67,4,15,1.1
CCCCCOC(=O)C1C(c2ccccc2)C(C(=O)O)C1c1ccccc1 (centres undefined),0.1,0.4,-2,-6,1,-3,3,25,0.9
Cc1ccccc1NC(=O)N1CCCC(c2nc(-c3ccc(F)cc3)no2)C1 (centres undefined),-0.3,1.0,-2,-1,-2,15,10,-6,1.3

# Pulled by compound from above:
SMILES,TNF death inh,TRPML3 ag,Ba/F3 V617F tox,RBBP9 inhibitor,Wee1 stabilizer,CHOP inh,BaF3 parental,PPC-1+TRAIL kill,zfTRPN1 agonist
Cc1ccc(NC(=O)NC(=O)CSc2nnc(-c3ccc(Cl)cc3Cl)n2N)c(C)c1,2.5,-1.1,-1,-5,-3,36,6,4,0.3
COCCNC(=S)N/N=C(\C)c1ccc(-n2ccnc2)cc1,-2.5,0.3,-2,-3,4,11,4,-25,0.8
O=C(N/N=C/c1cccc(OC2CSC2)c1)c1ccccc1O,-2.9,0.6,-3,-7,-1,10,6,27,3.0
CCCCCOC(=O)C1C(c2ccccc2)C(C(=O)O)C1c1ccccc1 (centres undefined),0.1,0.4,-2,-6,1,-3,3,25,0.9
CCN(CC)CCOc1c(C)cccc1Cl,1.6,-0.5,-2,7,-3,20,5,-4,-0.4
CCn1nc(C)c(C2C(C#N)=C(N)Oc3n[nH]c(C)c32)c1C (centres undefined),2.5,1.0,-1,2,8,-8,3,18,-1.1

# Further compounds
SMILES,TNF death inh,TRPML3 ag,Ba/F3 V617F tox,RBBP9 inhibitor,Wee1 stabilizer,CHOP inh,BaF3 parental,PPC-1+TRAIL kill,zfTRPN1 agonist
COc1ccc(CCn2c(C)cc(C(=O)CCl)c2C)cc1OC,-14,0.3,19,6,-5,-146,6,5,0.0
CC(=O)Nc1ccc(/C=N/NC(=O)c2cccs2)cc1,-0.6,0.7,3,2,-2,-22,5,-2,0.0
O=C(Nc1ncccc1Cl)c1cccc(F)c1,-0.5,-0.1,-3,-11,4,-44,2,2,-0.2
O=C1C2=C(SCCS2)C(=O)N1c1ccccc1,0.1,0.1,-4,-1,1,68,2,7,1.2
CCOC(=O)c1nc(SC)n(C)c1C(=O)OCC,-1.2,0.5,-2,-5,-1,7,0,5,-1.4
CC(C)=C1C2CCC1C(C(=O)NCCc1ccccc1)C2C(=O)O (centres undefined),1.6,3.0,-3,-1,3,-10,1,14,0.2
COC(=O)c1[nH]c2cccc(OC)c2c1NC(=O)CN1CCC(C(N)=O)(N2CCCCC2)CC1,-4.5,0.5,0,-6,0,-4,4,23,0.9
COc1ccc(OCCSc2nnc(-c3ccc(OC)cc3)n2N)cc1,2.7,0.7,-3,-1,2,-5,2,-13,-0.7
Cc1nc(N2CCN(c3ccccc3)CC2)[nH]c(=O)c1Cc1ccccc1,1.7,0.6,1,-1,1,-30,9,11,1.0
CN1C(=O)CC(N2CCN(c3ncccn3)CC2)C1=O (centres undefined),-2.3,0.5,0,-6,-1,21,5,-2,-0.6
COc1ccc(N2C(=O)C3[C@@H](C2=O)C2(Cl)C(Cl)=C(Cl)C3(Cl)C2(OC)OC)cc1 (some centres undefined),1.8,1.0,0,-5,0,30,8,13,1.2
Cc1cccc(Oc2ncc(-c3ccc(Cl)cc3)cn2)c1C,0.7,0.7,3,2,-1,34,6,3,-0.3
Cc1ccc(S(=O)(=O)N2CC=C(C(=O)NC3CC3)CC2)cc1,3.2,0.3,-5,1,5,-15,-2,11,0.3
CCCCN(C)C(=O)c1ccc(S(=O)(=O)N2CCOCC2)cc1,1.4,0.1,-5,-7,-1,1,3,6,0.2
Nc1nc(NCc2ccco2)nc(N2CCCCC2)c1[N+](=O)[O-],0.5,0.0,-1,-1,2,-5,5,22,-0.3
Cc1nc2ccccc2c2oc(C(=O)NC3CC3)cc12,-0.4,0.9,1,2,1,9,10,22,1.2
